TrxR1 inh: blocks rat thioredoxin reductase 1. recombinant rTrxR1, NADPH fluorescence consumption, selenite substrate. 1% of 390,000 active. Potency, µM (series often up to 114 µM), inactives show at the top dose activity change, negative = inhibition, hits mostly inhibitors. O89049; further: on the % scale 0 is the no-effect control and ±100 the full control effect; nearly all actives have a fitted effect of over 65% in size
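Rat TrxR1 (90 nM in the dispensed reagent) was pre-reduced with 400 uM NADPH for 5 min at room temperature, then incubated with compound for 15 min. After 400 uM selenite was added, NADPH fluorescence (Ex 340/Em 450 nm) was followed for 8 min.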
USP1-UAF1 inh: inhibitors of human USP1/UAF1 deubiquitinase. Potency, µM (highest dose often 57.1 µM), for the others: at the highest dose activity change, negative = inhibition, hits mostly inhibitors. recombinant USP1/UAF1, Ub-Rhodamine cleavage fluorescence. AID 743255. 0.23% of 390,000 active. O94782; further: on the % scale 0 is the no-effect control and ±100 the full control effect; nearly all actives have a fitted effect of over 60% in size; inactives centre near -12
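1 nM enzyme complex + cpd, 15 min RT; start with Ub-Rho 150nM final; kinetic fluorescence ex 480/em 540, 6 reads q60 s. Buffer 50mM HEPES pH 7.8, 0.5mM EDTA, 0.1 mg/ml BSA, 1mM TCEP, 0.01% Tween-20.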
RGS4 inhibitor: human RGS4 inhibition; P49798; Transcreener GDP fluorescence polarization, RGS4-accelerated GTP hydrolysis; Potency, µM (series often up to 114 µM), without a hit: at the top dose activity change, negative = inhibition, most hits filed as inhibitors; 0.039% of 390,000 active; AID 504845; further: on the % scale 0 is the no-effect control and ±100 the full control effect; nearly all actives have a fitted effect of over 75% in size; some results filed as inactive show a strong effect at the top dose
Target sequence (P49798 whole entry, looked up): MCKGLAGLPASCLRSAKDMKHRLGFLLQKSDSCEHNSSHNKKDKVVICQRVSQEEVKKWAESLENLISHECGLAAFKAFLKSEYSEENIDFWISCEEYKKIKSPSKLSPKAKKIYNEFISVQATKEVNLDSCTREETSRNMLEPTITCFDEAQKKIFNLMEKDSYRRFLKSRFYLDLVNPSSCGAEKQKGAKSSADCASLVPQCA
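MLSMR compounds (23 nl, pin-transferred) preincubated 10 min at room temperature with a 500nM (2x) first reagent, then RGS4 at 900nM (2x) plus Transcreener GDP mix added; fluorescence polarization (620/688 nm) read before and after 90 min at 30 °C.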
12-LOX inh: inhibitors of human 12S-lipoxygenase ALOX12; P18054; purified 12hLO, xylenol orange hydroperoxide absorbance; Potency, µM (top dose mostly 108 µM), for the others: at the top dose activity change, negative = inhibition, most hits filed as inhibitors; 1.1% of 580,000 active; AID 1671190; further: on the % scale 0 is the no-effect control and ±100 the full control effect
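Purified human 12hLO at 150 nM in 25 mM Hepes, 0.01% Triton X-100, pH 7.0, preincubated 15 min at room temperature with compound. Reaction started with 40 uM arachidonic acid, 30 min at room temperature. Hydroperoxide measured by Fe-xylenol orange, 573/405 nm absorbance ratio.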
TrxR1 substrate: is turned over as a substrate by rat TrxR1 | purified TrxR1 substrate turnover, NADPH consumption readout | Potency, µM (series often up to 114 µM), for inactives: top-dose activity change, negative = substrate turnover | 0.01% of 390,000 active | O89049; further: on the % scale 0 is the no-effect control and ±100 the full control effect; nearly all actives have a fitted effect of over 50% in size
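Rat TrxR1, dispensed at 90 nM, was prereduced with 400 uM NADPH (final) for 5 min at ~22 deg C, then incubated with compound 15 min before 400 uM selenite. A first-read NADPH fluorescence drop versus no-compound background flagged substrates.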
RXFP1 agonist: activates the human relaxin receptor RXFP1. 0.3% of 370,000 active. Q9HBX9. HEK293T-RXFP1 cAMP TR-FRET, 30 min; response scale: percent of porcine relaxin response, buffer zero. Potency, µM (highest dose often 57.5 µM), for inactives: at the highest dose activation, actives largely listed as activators. AID 2676; further: on the % scale 0 is the no-effect control and ±100 the full control effect; nearly all actives have a fitted effect of over 60% in size; many of its hits are not listed in these tables
Target sequence (Q9HBX9 whole entry, looked up): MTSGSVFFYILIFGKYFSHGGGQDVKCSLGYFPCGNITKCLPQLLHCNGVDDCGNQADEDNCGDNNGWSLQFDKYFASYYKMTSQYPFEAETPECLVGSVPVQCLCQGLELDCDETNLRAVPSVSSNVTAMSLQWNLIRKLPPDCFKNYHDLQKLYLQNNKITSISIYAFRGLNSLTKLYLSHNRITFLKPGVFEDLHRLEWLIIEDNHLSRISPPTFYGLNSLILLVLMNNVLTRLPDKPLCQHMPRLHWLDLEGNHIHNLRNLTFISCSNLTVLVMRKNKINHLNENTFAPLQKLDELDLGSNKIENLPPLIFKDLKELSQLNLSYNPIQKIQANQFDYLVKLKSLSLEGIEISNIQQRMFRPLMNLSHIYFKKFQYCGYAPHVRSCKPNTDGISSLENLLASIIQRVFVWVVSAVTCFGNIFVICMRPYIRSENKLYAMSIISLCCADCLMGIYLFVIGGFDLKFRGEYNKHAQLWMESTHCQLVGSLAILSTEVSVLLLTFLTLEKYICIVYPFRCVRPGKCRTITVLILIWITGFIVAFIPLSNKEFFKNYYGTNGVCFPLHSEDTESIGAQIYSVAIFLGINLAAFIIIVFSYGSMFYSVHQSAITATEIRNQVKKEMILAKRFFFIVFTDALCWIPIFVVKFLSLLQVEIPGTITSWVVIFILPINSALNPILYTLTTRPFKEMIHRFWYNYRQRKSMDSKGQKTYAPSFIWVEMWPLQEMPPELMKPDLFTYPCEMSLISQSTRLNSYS
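HEK293 cells stably expressing RXFP1, treated 30 min at 37C with compounds plus PDE4 inhibitor Ro 20174; cAMP measured by HTRF TR-FRET. Normalized to buffer and 29 nM porcine relaxin; EC50 by Hill fit.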
Vif-APOBEC3G blk: inhibitors of Vif-APOBEC3G interaction. Q9HC16. HeLa A3G-eYFP + Vif (tagged APOBEC3G with the HIV-1 protein that degrades it), YFP fluorescence, overnight. Potency, µM (top dose mostly 46.1 µM), without a hit: at the top dose activity, negative = active, most hits filed as inhibitors. 0.076% of 410,000 active;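 further: on the % scale 0 is the no-effect control and ±100 the full control effect; nearly all actives have a fitted effect of over 60% in size; hits raise eYFP signal because A3G escapes Vif-driven loss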
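HeLa cells stably expressing Vif and C-terminally eYFP-tagged A3G, seeded overnight at 37 deg C, then exposed to compound by pintool overnight at 37 deg C. Rise in yellow fluorescence (Ex 488/Em 500-530, Acumen) marks blocked Vif-driven A3G degradation.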
Vif-APOBEC3F blk: inhibitors of Vif-A3F interaction | HeLa A3F-eYFP + Vif (tagged APOBEC3F with the HIV-1 protein that degrades it), YFP fluorescence increase | Potency, µM (doses to about 46.1 µM), without a hit: at the highest dose activity, negative = active | 0.2% of 390,000 active | AID 602313; further: % of control where 0% means no effect; nearly all actives have a fitted effect of over 65% in size
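Fluorescence increase (Ex 488/Em 500-530) after overnight compound treatment at 37 deg C flags inhibition of Vif-driven A3F-eYFP loss in stable HeLa A3F-eYFP/Vif cells seeded overnight beforehand.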
IDH1 R132H inh: human IDH1 R132H inhibition; 0.093% of 390,000 active; Potency, µM (highest dose often 76.6 µM), inactives show at the top dose activity change, negative = inhibition, most hits filed as inhibitors; O75874; IDH1-R132H enzyme, NADPH consumption, diaphorase/resazurin fluorescence; further: on the % scale 0 is the no-effect control and ±100 the full control effect; nearly all actives have a fitted effect of over 65% in size
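IDH1-R132H (0.5 ug/mL dispensed) in pH 7.5 Tris buffer was preincubated 30 min with compound, then given a substrate mix of 0.016 mM NADPH and 2 mM alpha-KG for 80 min at room temperature; remaining NADPH was read by diaphorase/resazurin fluorescence.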
Starred values were filed as active, the others as inactive; [ ] = another dose, or the depositor's remark. The call rests on the fitted dose curve; in most records, active means well fitted curve in the direction sought with a large enough effect; inconclusive means small, poorly fitted or top-dose-only effect, or another doubt; inactive means no such curve, though single readings can be large; an effect the other way counts as inactive or inconclusive. Potency means the concentration at half of the fitted maximal effect. Only part of the results is shown; rates above refer to the full screens.

How did COC(=O)c1ccc(-c2ccc(OC)c([C@H]3[C@H]4C=CC[C@@H](C)[C@@H]4C(=O)N3Cc3ccccc3)c2)cc1 do in these assays?
TrxR1 inh: 7%; USP1-UAF1 inh: inconclusive; RGS4 inhibitor: 2%; 12-LOX inh: -5%; TrxR1 substrate: 16%; RXFP1 agonist: 2.8%; Vif-APOBEC3G blk: 1%; Vif-APOBEC3F blk: 3%; IDH1 R132H inh: 12%

How did COc1ccc(CNC(=O)c2cc(C3CC3)on2)cc1 do in these assays?
TrxR1 inh: 19%; USP1-UAF1 inh: -13%; RGS4 inhibitor: 2%; 12-LOX inh: -6%[57.4 µM]; TrxR1 substrate: 5%; RXFP1 agonist: 1.3%; Vif-APOBEC3G blk: -4%; Vif-APOBEC3F blk: 2%; IDH1 R132H inh: 15%

How did CCc1ccc(CN(Cc2cn[nH]c2-c2ccc(OC)cc2)C(=O)Nc2ccc(C)c(F)c2)cc1 do in these assays?
TrxR1 inh: 4%; USP1-UAF1 inh: -9%; RGS4 inhibitor: -6%; 12-LOX inh: 2%; TrxR1 substrate: -6%; RXFP1 agonist: -0.9%; Vif-APOBEC3G blk: 0%; Vif-APOBEC3F blk: -19%; IDH1 R132H inh: 0%

How did CCN(C(=O)CSc1nnc(-c2ccco2)n1C)c1c(N)n(Cc2ccccc2)c(=O)[nH]c1=O do in these assays?
TrxR1 inh: inconclusive; USP1-UAF1 inh: -14%; RGS4 inhibitor: -23%; 12-LOX inh: -10%; TrxR1 substrate: 9%; RXFP1 agonist: 2.3%; Vif-APOBEC3G blk: 4%; Vif-APOBEC3F blk: -16%; IDH1 R132H inh: -2%

What do the screens show for `O=C(Nc1ccc(S(=O)(=O)N2CCC(c3nc4ccccc4s3)CC2)cc1)c1ccc(F)cc1`?
TrxR1 inh: 14%; USP1-UAF1 inh: -15%; RGS4 inhibitor: -9%; 12-LOX inh: -6%; TrxR1 substrate: 7%; RXFP1 agonist: -5.5%; Vif-APOBEC3G blk: 2%; Vif-APOBEC3F blk: 0%; IDH1 R132H inh: 0%

Results for CCn1ncc(-c2csc(N)n2)c1C ?
TrxR1 inh: 66%[activator][57.1 µM]; USP1-UAF1 inh: -14%; RGS4 inhibitor: -8%; 12-LOX inh: -13%; TrxR1 substrate: 5%; RXFP1 agonist: 2.3%; Vif-APOBEC3G blk: 4%; Vif-APOBEC3F blk: inconclusive; IDH1 R132H inh: -5%

How did O=C(O)CSc1nnc(-c2ccncc2)n1C1CCCCC1 do in these assays?
TrxR1 inh: 12%; USP1-UAF1 inh: -14%; RGS4 inhibitor: -14%; 12-LOX inh: -10%; TrxR1 substrate: 10%; RXFP1 agonist: -0.8%; Vif-APOBEC3G blk: 0%; Vif-APOBEC3F blk: -2%; IDH1 R132H inh: 5%

Results for CC(C)NC(=O)C1c2ccccc2Oc2ccccc21 ?
TrxR1 inh: 11%[57.1 µM]; USP1-UAF1 inh: -17%; RGS4 inhibitor: -24%; 12-LOX inh: 0%; TrxR1 substrate: -2%[57.1 µM]; RXFP1 agonist: -0.3%; Vif-APOBEC3G blk: 3%; Vif-APOBEC3F blk: 11%; IDH1 R132H inh: -3%

Results for O=C1CN(C(=O)Cc2ccccc2)C(c2ccc(F)cc2)c2cc(Br)ccc2N1 (stereo not drawn) ?
TrxR1 inh: 30%; USP1-UAF1 inh: inconclusive; RGS4 inhibitor: -5%; 12-LOX inh: -20%; TrxR1 substrate: 10%[2.29 µM]; RXFP1 agonist: -0.7%; Vif-APOBEC3G blk: -8%; Vif-APOBEC3F blk: 0%; IDH1 R132H inh: -8%

Results for COc1ccc(-n2nc3cc(C)c(NC(=S)NC(=O)c4ccccc4C)cc3n2)cc1 ?
TrxR1 inh: inconclusive; USP1-UAF1 inh: -8%; RGS4 inhibitor: -28%; 12-LOX inh: -9%; TrxR1 substrate: 11%; RXFP1 agonist: 3.1%; Vif-APOBEC3G blk: -1%; Vif-APOBEC3F blk: -6%; IDH1 R132H inh: -3%

How did CCOC(=O)C(N)CSC1CC(=O)N(CCc2ccccc2)C1=O (stereo not drawn) do in these assays?
TrxR1 inh: -12%; USP1-UAF1 inh: 8%; RGS4 inhibitor: 7%; 12-LOX inh: 9%; TrxR1 substrate: -3%; RXFP1 agonist: 0.3%; Vif-APOBEC3G blk: 1%; Vif-APOBEC3F blk: -2%; IDH1 R132H inh: -6%

Results for O=c1c2ccc(Cl)cc2nc(-c2ccc([N+](=O)[O-])cc2)n1O ?
TrxR1 inh: 6%; USP1-UAF1 inh: -10%; RGS4 inhibitor: 8%; 12-LOX inh: -13%; TrxR1 substrate: -11%; RXFP1 agonist: 0.8%; Vif-APOBEC3G blk: -1%; Vif-APOBEC3F blk: -8%; IDH1 R132H inh: -21%

Not a retest: 2 of the compounds above.
How did O=C(O)CSc1nnc(-c2ccncc2)n1C1CCCCC1 do in these assays?
TrxR1 inh: 12%; USP1-UAF1 inh: -14%; RGS4 inhibitor: -14%; 12-LOX inh: -10%; TrxR1 substrate: 10%; RXFP1 agonist: -0.8%; Vif-APOBEC3G blk: 0%; Vif-APOBEC3F blk: -2%; IDH1 R132H inh: 5%

Results for CC(C)NC(=O)C1c2ccccc2Oc2ccccc21 ?
TrxR1 inh: 11%[57.1 µM]; USP1-UAF1 inh: -17%; RGS4 inhibitor: -24%; 12-LOX inh: 0%; TrxR1 substrate: -2%[57.1 µM]; RXFP1 agonist: -0.3%; Vif-APOBEC3G blk: 3%; Vif-APOBEC3F blk: 11%; IDH1 R132H inh: -3%

New compounds follow
Results for O=S(=O)(NC1=NCCCCC1)c1cc(F)ccc1F ?
TrxR1 inh: 11%; USP1-UAF1 inh: -17%; RGS4 inhibitor: 9%; 12-LOX inh: 0%; TrxR1 substrate: 0%; Vif-APOBEC3G blk: 1%; Vif-APOBEC3F blk: -4%; IDH1 R132H inh: 7%

How did CC(OC(=O)C1CC(O)CN1S(=O)(=O)c1ccccc1[N+](=O)[O-])C(=O)N1CCCCC1 (stereo not drawn) do in these assays?
TrxR1 inh: 9%; USP1-UAF1 inh: -18%; RGS4 inhibitor: -6%; 12-LOX inh: -12%; TrxR1 substrate: -2%; RXFP1 agonist: 0.1%; Vif-APOBEC3G blk: 1%; Vif-APOBEC3F blk: -3%; IDH1 R132H inh: 5%

What do the screens show for `Cc1cc(C)c(NC(=O)Cn2c(=O)n(CC(=O)NCc3ccccc3Cl)c(=O)c3sccc32)c(C)c1`?
TrxR1 inh: 14%; USP1-UAF1 inh: 9%; RGS4 inhibitor: 8%; 12-LOX inh: 0%; TrxR1 substrate: 5%; RXFP1 agonist: 0.1%

Results for COc1cccc(Nc2nc(CN3CCOCC3)nc3sc4c(c23)CCCC4)c1 ?
TrxR1 inh: -8%; USP1-UAF1 inh: 5%; RGS4 inhibitor: -14%; 12-LOX inh: 9%; TrxR1 substrate: -8%; RXFP1 agonist: -0.6%; Vif-APOBEC3G blk: -1%; Vif-APOBEC3F blk: 14%; IDH1 R132H inh: 3%

How did C=CCNC(=O)NC(=O)COC(=O)C(C)Oc1ccc(Cl)cc1Cl (stereo not drawn) do in these assays?
TrxR1 inh: 15%[57.1 µM]; USP1-UAF1 inh: -15%; RGS4 inhibitor: 0%; 12-LOX inh: -1%; TrxR1 substrate: 7%[57.1 µM]; RXFP1 agonist: 0.0%; Vif-APOBEC3G blk: 3%; Vif-APOBEC3F blk: -8%; IDH1 R132H inh: 2%

How did Cc1nc2c(cc1NC(=O)c1ccccc1)nc(C)n2Cc1ccccc1 do in these assays?
TrxR1 inh: 18%; USP1-UAF1 inh: -24%; RGS4 inhibitor: 14%; 12-LOX inh: 2%; TrxR1 substrate: 5%; RXFP1 agonist: 1.8%; Vif-APOBEC3G blk: -23%; Vif-APOBEC3F blk: -5%; IDH1 R132H inh: 4%

How did O=C(C(Cc1ccccc1)N1C(=O)C2C3C=CC(C3)C2C1=O)N1CCCCC1 (stereo not drawn) do in these assays?
TrxR1 inh: -68%; USP1-UAF1 inh: -14%; RGS4 inhibitor: 5%; 12-LOX inh: -5%; TrxR1 substrate: 11%; RXFP1 agonist: -0.3%; Vif-APOBEC3G blk: 1%; Vif-APOBEC3F blk: 2%; IDH1 R132H inh: -2%

What do the screens show for `CCOC(=O)C1=C(CCc2ccccc2)NC(=O)NC1c1cccc([N+](=O)[O-])c1` (stereo not drawn)?
TrxR1 inh: 27%; USP1-UAF1 inh: -11%; RGS4 inhibitor: 5%; 12-LOX inh: inconclusive; TrxR1 substrate: -3%; RXFP1 agonist: -2.4%; Vif-APOBEC3G blk: -4%; Vif-APOBEC3F blk: 4%; IDH1 R132H inh: 3%

Screens: PubChem, National Center for Advancing Translational Sciences (NCATS)
